# TcdB inh: TcdB glycohydrolase inhibition; P18177; TcdB glycohydrolase enzymatic assay, plate reader; inhibition, % at 9.99 µM; 350,000 compounds, 0.24% hits; AID 652162; in the data active = inhibition above about 10%
# Target sequence (P18177 whole entry, looked up): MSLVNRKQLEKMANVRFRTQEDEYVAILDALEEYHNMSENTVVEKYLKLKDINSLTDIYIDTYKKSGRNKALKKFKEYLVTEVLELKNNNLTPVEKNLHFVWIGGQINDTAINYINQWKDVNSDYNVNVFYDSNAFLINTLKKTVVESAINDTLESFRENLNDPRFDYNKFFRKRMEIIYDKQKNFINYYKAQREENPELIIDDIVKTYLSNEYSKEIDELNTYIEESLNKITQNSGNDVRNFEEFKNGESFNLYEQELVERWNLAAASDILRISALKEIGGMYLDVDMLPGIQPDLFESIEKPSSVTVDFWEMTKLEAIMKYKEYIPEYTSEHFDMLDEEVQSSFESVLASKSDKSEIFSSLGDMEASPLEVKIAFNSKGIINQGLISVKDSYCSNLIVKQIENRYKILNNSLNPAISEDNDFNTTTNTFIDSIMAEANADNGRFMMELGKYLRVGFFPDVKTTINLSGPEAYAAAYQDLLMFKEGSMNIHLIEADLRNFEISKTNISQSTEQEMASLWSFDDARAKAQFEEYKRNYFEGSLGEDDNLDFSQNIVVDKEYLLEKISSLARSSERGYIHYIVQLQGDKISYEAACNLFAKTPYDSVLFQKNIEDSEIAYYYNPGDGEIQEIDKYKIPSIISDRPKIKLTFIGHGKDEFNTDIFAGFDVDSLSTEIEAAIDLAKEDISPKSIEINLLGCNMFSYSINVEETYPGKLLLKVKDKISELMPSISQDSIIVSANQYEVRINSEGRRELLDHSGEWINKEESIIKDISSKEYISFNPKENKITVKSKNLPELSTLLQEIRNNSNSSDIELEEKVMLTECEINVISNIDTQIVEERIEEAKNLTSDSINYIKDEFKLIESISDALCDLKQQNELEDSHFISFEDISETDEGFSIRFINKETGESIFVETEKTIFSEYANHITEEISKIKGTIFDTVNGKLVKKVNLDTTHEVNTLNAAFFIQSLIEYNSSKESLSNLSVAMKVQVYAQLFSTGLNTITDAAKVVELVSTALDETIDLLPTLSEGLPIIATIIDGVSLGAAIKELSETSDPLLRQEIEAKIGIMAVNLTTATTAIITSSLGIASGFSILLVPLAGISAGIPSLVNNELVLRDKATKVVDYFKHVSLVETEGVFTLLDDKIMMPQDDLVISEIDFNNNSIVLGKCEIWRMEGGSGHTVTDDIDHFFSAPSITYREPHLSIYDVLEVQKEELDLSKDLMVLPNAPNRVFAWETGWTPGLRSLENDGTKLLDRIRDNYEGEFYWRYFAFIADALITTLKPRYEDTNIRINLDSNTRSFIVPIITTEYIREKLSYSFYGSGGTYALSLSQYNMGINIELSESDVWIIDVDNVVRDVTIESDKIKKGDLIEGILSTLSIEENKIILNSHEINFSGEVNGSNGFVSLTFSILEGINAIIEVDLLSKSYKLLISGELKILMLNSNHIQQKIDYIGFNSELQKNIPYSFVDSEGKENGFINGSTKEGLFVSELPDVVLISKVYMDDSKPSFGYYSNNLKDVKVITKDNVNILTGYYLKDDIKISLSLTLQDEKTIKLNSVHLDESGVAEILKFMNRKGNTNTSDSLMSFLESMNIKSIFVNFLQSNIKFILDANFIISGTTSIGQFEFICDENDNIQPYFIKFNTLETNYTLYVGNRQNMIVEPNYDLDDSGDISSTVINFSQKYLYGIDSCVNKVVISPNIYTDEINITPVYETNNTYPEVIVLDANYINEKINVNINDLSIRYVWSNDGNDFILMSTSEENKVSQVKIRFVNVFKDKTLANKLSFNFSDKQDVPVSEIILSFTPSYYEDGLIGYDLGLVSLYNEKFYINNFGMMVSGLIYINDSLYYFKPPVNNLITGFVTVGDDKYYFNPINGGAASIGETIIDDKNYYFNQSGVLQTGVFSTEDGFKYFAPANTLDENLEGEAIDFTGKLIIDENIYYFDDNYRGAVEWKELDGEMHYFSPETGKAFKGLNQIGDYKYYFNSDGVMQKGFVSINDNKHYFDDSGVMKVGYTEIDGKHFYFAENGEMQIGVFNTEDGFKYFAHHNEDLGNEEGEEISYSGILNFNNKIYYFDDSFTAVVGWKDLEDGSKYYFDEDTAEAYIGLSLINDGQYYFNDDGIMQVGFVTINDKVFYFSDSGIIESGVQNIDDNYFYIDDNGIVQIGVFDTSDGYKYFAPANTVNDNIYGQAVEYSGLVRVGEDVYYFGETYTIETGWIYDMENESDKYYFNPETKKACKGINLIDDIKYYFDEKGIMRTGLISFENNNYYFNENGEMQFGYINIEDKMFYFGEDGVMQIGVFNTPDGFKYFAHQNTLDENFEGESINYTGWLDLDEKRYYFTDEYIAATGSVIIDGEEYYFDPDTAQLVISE
# The depositor's hits bear a star. These rows are one share of the data. The share of hits here may be higher or lower than overall.
SMILES,TcdB inh
O=C(Cc1ccccc1)N1CCCCN2[C@H](C1)[C@@H](c1ccc(C#Cc3ccccc3)cc1)[C@@H]2CO,-4.1
C[C@@H]1CN([C@H](C)CO)C(=O)Cc2cc(NS(=O)(=O)c3cccs3)ccc2O[C@H]1CN(C)C(=O)NC1CCCCC1,1.0
CCS(=O)(=O)N1CC2(CN(C(=O)c3ccc(F)cc3)[C@@H](CO)c3[nH]c4cc(OC)ccc4c32)C1,0.8
Cc1noc(C)c1S(=O)(=O)N(C)C[C@@H]1OCCCC[C@H](C)Oc2ccc(N(C)C)cc2C(=O)N([C@H](C)CO)C[C@@H]1C,-7.7
O=C(c1cnccn1)N1C[C@H]2[C@@H](c3ccccc31)[C@@H](CO)N2Cc1ccccc1Cl,0.3
O=C(Nc1cccc(Cl)c1)N[C@@H]1CC[C@@H](CCNC(=O)C2CCOCC2)O[C@@H]1CO,-0.9
CCCC#Cc1cnc2c(c1)C(=O)N([C@H](C)CO)C[C@H](C)[C@H](CN(C)C(=O)NCCC)O2,-0.8
CN(C)C(=O)C[C@@H]1C[C@H]2c3cc(NC(=O)C4CCOCC4)ccc3O[C@H]2[C@@H](CO)O1,-0.1
COc1ccc(NC(=O)Nc2ccc3c(c2)CC(=O)N([C@H](C)CO)C[C@@H](C)[C@H](CN(C)S(=O)(=O)c2ccc(F)cc2)O3)cc1,-1.4
C[C@H]1CN([C@@H](C)CO)C(=O)c2cccc(N(C)C)c2O[C@H]1CN(C)C(=O)Nc1ccccc1,-1.2
Cc1noc(C)c1NC(=O)Nc1ccc2c(c1)C(=O)N([C@@H](C)CO)C[C@H](C)[C@@H](CN(C)Cc1ccc(Oc3ccccc3)cc1)O2,-0.6
COCC#Cc1cnc2c(c1)C(=O)N([C@@H](C)CO)C[C@@H](C)[C@@H](CN(C)S(=O)(=O)c1cccc(OC)c1)O2,0.5
C[C@H]1CN([C@@H](C)CO)C(=O)c2cccc(NS(=O)(=O)c3cn(C)cn3)c2O[C@@H]1CN(C)C(=O)Nc1ccc2c(c1)OCO2,-1.8
C/C=C/c1ccc2c(c1)O[C@@H](CN(C)C(=O)c1cccnc1)[C@@H](C)CN([C@H](C)CO)S2(=O)=O,0.6
O=C(NCC[C@H]1CC[C@H](NS(=O)(=O)c2cccc(F)c2)[C@H](CO)O1)C1CCCCC1,0.1
C[C@@H]1CN([C@@H](C)CO)C(=O)c2cc(NC(=O)C3CCCCC3)ccc2O[C@@H](C)CCCCO[C@H]1CN(C)C(=O)CCC(F)(F)F,-3.2
CCCN1C[C@@H](C)[C@@H](OC)CN(C)C(=O)c2cc(NC(=O)CC(F)(F)F)ccc2OC[C@H]1C,-1.0
C[C@H](CO)N1C[C@H](C)[C@H](CN(C)C(=O)Nc2ccccc2C(F)(F)F)OCc2ccccc2-c2ccccc2C1=O,0.9
CCCC#Cc1cnc2c(c1)C(=O)N([C@@H](C)CO)C[C@@H](C)[C@@H](CN(C)S(C)(=O)=O)O2,-1.2
CN1[C@@H]2Cn3c(ccc(C4=CCCC4)c3=O)[C@H]1[C@@H](C(=O)N1CCOCC1)[C@@H]2CO,-3.2
COc1ccc(S(=O)(=O)N(C)C[C@H]2Oc3ccc(NC(=O)CCN4CCOCC4)cc3C(=O)N([C@@H](C)CO)C[C@H]2C)cc1,0.0
O=C(Nc1ccccc1)N[C@H]1CC[C@@H](CCNS(=O)(=O)c2ccccc2F)O[C@H]1CO,0.4
Cc1ccc(S(=O)(=O)N(C)C[C@@H]2Oc3ccc(NC(=O)NC(C)C)cc3CC(=O)N([C@H](C)CO)C[C@H]2C)cc1,1.0
CO[C@H]1CN(C)C(=O)c2cc(NC(=O)C3CC3)ccc2OC[C@@H](C)N(CC2CCOCC2)C[C@H]1C,-6.8

# Grouped by structure: the entries above with a Cl atom
SMILES,TcdB inh
O=C(c1cnccn1)N1C[C@H]2[C@@H](c3ccccc31)[C@@H](CO)N2Cc1ccccc1Cl,0.3
O=C(Nc1cccc(Cl)c1)N[C@@H]1CC[C@@H](CCNC(=O)C2CCOCC2)O[C@@H]1CO,-0.9

# Next section.
SMILES,TcdB inh
CN(C)C(=O)C[C@@H]1C=C[C@H](NC(=O)NC2CCCCC2)[C@H](CO)O1,-1.3
COc1ccc2c3c([nH]c2c1)[C@@H](CO)N(C(=O)Cc1ccccc1)CC31CN(C)C1,1.0
C[C@H]1CN([C@@H](C)CO)S(=O)(=O)c2ccc(C#CCC3CCCC3)cc2O[C@@H]1CN(C)C(=O)CN(C)C,0.6
CO[C@@H]1CN(C)C(=O)c2cc(NC(=O)CC(F)(F)F)ccc2OC[C@@H](C)N(C(C)=O)C[C@@H]1C,-8.4
O=C(NC1Cc2ccccc2C1)[C@H]1[C@H](CO)[C@H]2Cn3c(cccc3=O)[C@H]2N1C(=O)C1CC1,1.9
CO[C@@H]1CN(C)C(=O)c2ccc(NC(=O)c3cccc(F)c3)cc2OC[C@H](C)N(C)C[C@H]1C,0.0
CC=Cc1ccc2n(c1=O)C[C@H]1[C@H](CO)[C@@H](C(=O)NCCC)N(CC3CC3)[C@@H]21 (mixture of isomers),0.5
N#C[C@H]1[C@@H](c2ccc(C#Cc3ccc(F)cc3)cc2)[C@H](CO)N1C(=O)C1CCCC1,0.2
COCC(=O)N1CCCCN2[C@@H](CO)[C@@H](c3ccc(-c4ccc(OC)cc4)cc3)[C@@H]2C1,-0.6
CCCN(C)C[C@H]1Oc2ncc(-c3cccnc3)cc2C(=O)N([C@H](C)CO)C[C@@H]1C,0.4
CC(C)(C)[S@@](=O)N1Cc2cc(C(=O)NCc3ccncc3)nc(-c3cccc(-c4ccc(C#N)cc4)c3)c2[C@H]1CCO,0.7
CC(=O)N(C)C[C@H]1Oc2ncc(-c3cccnc3)cc2C(=O)N([C@@H](C)CO)C[C@@H]1C,-0.2
CNC[C@@H]1Oc2ncc(-c3ccccc3)cc2C(=O)N([C@H](C)CO)C[C@@H]1C,-0.7
CO[C@@H]1CN(C)C(=O)c2cc(NS(C)(=O)=O)ccc2OC[C@@H](C)N(C(=O)C2CCCCC2)C[C@H]1C,-0.4
COc1ccc(NC(=O)N2CC(=O)N3[C@H](C2)[C@H](c2ccc(Br)cc2)[C@@H]3CO)cc1,-0.1
CNC[C@@H]1Oc2c(NC(=O)Nc3c(C)noc3C)cccc2C(=O)N([C@@H](C)CO)C[C@H]1C,0.0
OC[C@H]1[C@H](c2ccc(C#Cc3cccnc3)cc2)[C@@H]2CN(Cc3ccccc3F)CCCCN12,-0.1
COc1ccc(NC(=O)Nc2ccc3c(c2)C(=O)N([C@H](C)CO)C[C@H](C)[C@@H](CN(C)Cc2ccccc2)O3)cc1,-0.3
CN1CCN(C(=O)[C@H]2[C@H](CO)[C@H]3Cn4c(cccc4=O)[C@@H]2N3S(=O)(=O)c2ccccc2F)CC1,0.6
COc1ccccc1NC(=O)N(C)C[C@@H]1Oc2ncc(C#CCC(C)C)cc2C(=O)N([C@@H](C)CO)C[C@@H]1C,-0.6
CCC(=O)N[C@@H]1CC[C@H](CCNC(=O)Nc2ccc(C(F)(F)F)cc2)O[C@@H]1CO,-7.8
O=C(c1ccc(F)cc1)N1CC[C@@H]2[C@@H](CO)Nc3ccc(-c4ccccc4F)cc3[C@@H]21,-0.3
COc1ccc(CN2C[C@@H](O)COC[C@H]3O[C@H](CC(=O)NCCN4CCCC4)CC[C@@H]32)cc1,-0.7
C[C@@H]1CN([C@H](C)CO)C(=O)c2cccc(NS(=O)(=O)c3ccc(F)cc3)c2O[C@H]1CN(C)C(=O)Nc1ccccc1,-0.2
CC(C)(O)C#Cc1ccc([C@H]2[C@@H](CO)N3CCCCN(C(=O)c4ccc(F)cc4)C[C@@H]23)cc1,-2.6
O=C(C[C@@H]1CC[C@@H](NS(=O)(=O)c2ccc(F)cc2)[C@H](CO)O1)NCc1ccc(Cl)c(Cl)c1,0.7
COC(=O)[C@@H]1[C@@H](CO)[C@@H]2Cn3c(ccc(-c4ccc(F)cc4)c3=O)[C@@H]2N1C,-0.6
COCC(=O)Nc1ccc2c(c1)OC[C@@H](C)NC[C@@H](C)[C@@H](OC)CN(C)C2=O,-0.3
C[C@@H](NC(=O)C[C@H]1CC[C@@H](NC(=O)C2CC2)[C@@H](CO)O1)c1ccccc1,-0.5
COc1cccc(NC(=O)N2[C@H](CO)[C@@H](c3ccccc3)[C@H]2CNC(C)C)c1,0.3
COCC(=O)N(C)C[C@@H]1Oc2cc(-c3ccc(F)cc3)ccc2S(=O)(=O)N([C@@H](C)CO)C[C@@H]1C,1.1
COc1ccc2c3c(n(C)c2c1)[C@@H](CO)N(C(=O)C1CCCC1)CC31CN(C)C1,1.5
COCC(=O)N(C)C[C@H]1Oc2cc(C#CC3CC3)ccc2S(=O)(=O)N([C@@H](C)CO)C[C@@H]1C,-1.9
CC(C)NC(=O)N[C@@H]1CC[C@@H](CCNS(=O)(=O)c2ccc(Cl)cc2)O[C@@H]1CO,0.5
COc1ccccc1NC(=O)N1C[C@H](O)COC[C@@H]2O[C@H](CC(=O)NCCc3ccccc3)CC[C@H]21,-4.7
C[C@@H]1CCCCO[C@H](CN(C)Cc2ccccc2)[C@H](C)CN([C@H](C)CO)C(=O)c2cc(NC(=O)c3ccncc3)ccc2O1,-1.0

# Grouped by structure: the compounds so far containing a cyano group (two)
SMILES,TcdB inh
N#C[C@H]1[C@@H](c2ccc(C#Cc3ccc(F)cc3)cc2)[C@H](CO)N1C(=O)C1CCCC1,0.2
CC(C)(C)[S@@](=O)N1Cc2cc(C(=O)NCc3ccncc3)nc(-c3cccc(-c4ccc(C#N)cc4)c3)c2[C@H]1CCO,0.7

# Other structures.
SMILES,TcdB inh
CO[C@@H]1CN(C)C(=O)c2cc(NC(=O)C3CC3)ccc2OC[C@@H](C)N(Cc2cccc(F)c2)C[C@@H]1C,0.6
C/C=C/c1ccc2c(c1)O[C@H](CN(C)C(=O)c1ccc(F)cc1)[C@@H](C)CN([C@@H](C)CO)S2(=O)=O,-0.6
COCC#Cc1cnc2c(c1)C(=O)N([C@@H](C)CO)C[C@@H](C)[C@@H](CN(C)C(=O)Nc1cccc(F)c1)O2,1.4
O=C(CN1CCOCC1)N1CCCCN2[C@H](CO)[C@H](c3ccc(C#Cc4ccccc4)cc3)[C@@H]2C1,1.1
COc1ccc2c3c([nH]c2c1)[C@@H](CO)N(C(=O)Nc1ccc(F)cc1)CC31CCN(S(=O)(=O)c2ccc(C)cc2)CC1,-4.9
C[C@@H]1CN([C@@H](C)CO)C(=O)c2cccc(NS(=O)(=O)c3ccc(F)cc3)c2O[C@@H]1CN(C)C(=O)NC1CCCCC1,0.2
CO[C@@H]1CN(C)C(=O)c2ccc(NC(=O)c3ccccc3)cc2OC[C@H](C)N(C)C[C@H]1C,0.6
C[C@@H]1CN([C@H](C)CO)S(=O)(=O)c2ccc(C#Cc3cccnc3)cc2O[C@H]1CN(C)C(=O)CN(C)C,1.0
C[C@@H]1CN([C@@H](C)CO)C(=O)c2ccccc2-c2ccccc2CO[C@H]1CN(C)C(=O)Nc1cccc(F)c1,-0.8
CN1C(=O)c2cc(NS(=O)(=O)c3ccc(Cl)cc3)ccc2OC[C@@H]2O[C@@H](CC(=O)O)CC[C@H]21,0.3
CC(C)C#Cc1ccc([C@H]2[C@H]3CN(CC4CC4)CCCCN3[C@H]2CO)cc1,-0.1
N#Cc1cccc(-c2ccc([C@@H]3[C@@H](CO)N4CCCCN(C(=O)Nc5cccc(F)c5)C[C@H]34)cc2)c1,-1.1

# Compounds above containing an NH in an aromatic ring (three):
SMILES,TcdB inh
CCS(=O)(=O)N1CC2(CN(C(=O)c3ccc(F)cc3)[C@@H](CO)c3[nH]c4cc(OC)ccc4c32)C1,0.8
COc1ccc2c3c([nH]c2c1)[C@@H](CO)N(C(=O)Cc1ccccc1)CC31CN(C)C1,1.0
COc1ccc2c3c([nH]c2c1)[C@@H](CO)N(C(=O)Nc1ccc(F)cc1)CC31CCN(S(=O)(=O)c2ccc(C)cc2)CC1,-4.9

# The listing continues:
SMILES,TcdB inh
CN(C)CC(=O)N1[C@H](C#N)[C@@H](c2ccc(-c3ccccc3F)cc2)[C@@H]1CO,-1.0
Cc1ccc(S(=O)(=O)Nc2cccc3c2O[C@@H](CN(C)C(=O)Nc2c(C)noc2C)[C@@H](C)CN([C@@H](C)CO)C3=O)cc1,-1.1
O=C(C[C@@H]1CC[C@H]2[C@@H](COC[C@H](O)CN2C(=O)Nc2cc(Cl)cc(Cl)c2)O1)N1CCCCC1,0.4
COc1ccc(S(=O)(=O)N(C)C[C@H]2Oc3cc(C#CC4CCCC4)ccc3S(=O)(=O)N([C@H](C)CO)C[C@@H]2C)cc1,0.2
O=C(C[C@@H]1CC[C@@H](NS(=O)(=O)c2ccc(F)cc2)[C@@H](CO)O1)NC1CCCCC1,-0.5
Cc1ccc(S(=O)(=O)N(C)C[C@@H]2Oc3ncc(-c4cccc(C(F)(F)F)c4)cc3C(=O)N([C@H](C)CO)C[C@@H]2C)cc1,-2.7
CC(C)CC#Cc1cnc2c(c1)C(=O)N([C@@H](C)CO)C[C@@H](C)[C@H](CN(C)C(=O)Nc1cccc(F)c1)O2,-0.4
CO[C@@H]1CN(C)C(=O)c2cc(NC(=O)CC(F)(F)F)ccc2OC[C@H](C)N(C(C)=O)C[C@@H]1C,0.1
C[C@@H]1CN([C@H](C)CO)C(=O)c2cc(N(C)C)ccc2O[C@@H]1CN(C)Cc1ccc(C(F)(F)F)cc1,-8.9
CC(C)NC(=O)N(C)C[C@H]1Oc2cc(C3=CCCC3)ccc2S(=O)(=O)N([C@H](C)CO)C[C@@H]1C,-0.6
Cc1ccc(S(=O)(=O)Nc2cccc3c2O[C@@H](CN(C)Cc2ccncc2)[C@@H](C)CN([C@@H](C)CO)C3=O)cc1,0.1
COc1ccc(C#Cc2ccc([C@H]3[C@H]4CN(C(=O)Cc5cccnc5)CCCCN4[C@H]3CO)cc2)cc1,0.8
CCCNC(=O)[C@H]1[C@H](CO)[C@H]2Cn3c(ccc(-c4ccccc4)c3=O)[C@H]2N1C(=O)c1ccccc1F,-1.2

# Individual results from the list.
# O=C(C[C@@H]1CC[C@@H](NS(=O)(=O)c2ccc(F)cc2)[C@@H](CO)O1)NC1CCCCC1 @ TcdB inh = -0.5
# Cc1ccc(S(=O)(=O)Nc2cccc3c2O[C@@H](CN(C)Cc2ccncc2)[C@@H](C)CN([C@@H](C)CO)C3=O)cc1 @ TcdB inh = 0.1

# Assay outcomes deposited in PubChem BioAssay by Broad Institute.
